Apoferritin bind = binds horse apoferritin like a general anesthetic. P02791. apoferritin/1-aminoanthracene competitive binding, fluorescence. Potency, µM (top dose mostly 77.5 µM), for the others: at the highest dose activity change, negative = displacement, hits mostly inhibitors. 0.074% of 350,000 active. AID 485281; note: % is set by controls: 0 for no effect and ±100 for the full control effect; nearly all actives have a fitted effect of over 20% in size
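Horse-spleen apoferritin (10 uM) in 50% saturated 1-aminoanthracene in PBS was incubated 10 min at room temperature with compound. Fluorescence (ex 380, em 535 nm) was normalized to free and bound 1-AMA, with concentration-response fitted by a four-parameter Hill equation.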
POLK inh = DNA polymerase kappa (human) inhibition | purified Pol kappa, fluorescent DNA synthesis assay, 10 min | Q9UBT6 | 0.53% of 400,000 active | Potency, µM (doses to about 107 µM), for the others: at the top dose activity, negative = inhibition, usual class: inhibitors; note: % is set by controls: 0 for no effect and ±100 for the full control effect
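10 nM Pol kappa preincubated 15 min at room temperature with compounds, then reaction started with substrate at 50 nM final. Fluorescence read kinetically at 0 and 10 min; buffer-only wells served as negative control.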
BAZ2B block = blocks human BAZ2B. Q9UIF8. AlphaScreen BAZ2B-H3K14Ac peptide displacement. Potency, µM (series often up to 114 µM), for inactives: top-dose activity change, negative = inhibition, hits mostly inhibitors. 4.4% of 360,000 active. AID 504333; note: % is set by controls: 0 for no effect and ±100 for the full control effect; nearly all actives have a fitted effect of over 60% in size
Target sequence (Q9UIF8 whole entry, looked up): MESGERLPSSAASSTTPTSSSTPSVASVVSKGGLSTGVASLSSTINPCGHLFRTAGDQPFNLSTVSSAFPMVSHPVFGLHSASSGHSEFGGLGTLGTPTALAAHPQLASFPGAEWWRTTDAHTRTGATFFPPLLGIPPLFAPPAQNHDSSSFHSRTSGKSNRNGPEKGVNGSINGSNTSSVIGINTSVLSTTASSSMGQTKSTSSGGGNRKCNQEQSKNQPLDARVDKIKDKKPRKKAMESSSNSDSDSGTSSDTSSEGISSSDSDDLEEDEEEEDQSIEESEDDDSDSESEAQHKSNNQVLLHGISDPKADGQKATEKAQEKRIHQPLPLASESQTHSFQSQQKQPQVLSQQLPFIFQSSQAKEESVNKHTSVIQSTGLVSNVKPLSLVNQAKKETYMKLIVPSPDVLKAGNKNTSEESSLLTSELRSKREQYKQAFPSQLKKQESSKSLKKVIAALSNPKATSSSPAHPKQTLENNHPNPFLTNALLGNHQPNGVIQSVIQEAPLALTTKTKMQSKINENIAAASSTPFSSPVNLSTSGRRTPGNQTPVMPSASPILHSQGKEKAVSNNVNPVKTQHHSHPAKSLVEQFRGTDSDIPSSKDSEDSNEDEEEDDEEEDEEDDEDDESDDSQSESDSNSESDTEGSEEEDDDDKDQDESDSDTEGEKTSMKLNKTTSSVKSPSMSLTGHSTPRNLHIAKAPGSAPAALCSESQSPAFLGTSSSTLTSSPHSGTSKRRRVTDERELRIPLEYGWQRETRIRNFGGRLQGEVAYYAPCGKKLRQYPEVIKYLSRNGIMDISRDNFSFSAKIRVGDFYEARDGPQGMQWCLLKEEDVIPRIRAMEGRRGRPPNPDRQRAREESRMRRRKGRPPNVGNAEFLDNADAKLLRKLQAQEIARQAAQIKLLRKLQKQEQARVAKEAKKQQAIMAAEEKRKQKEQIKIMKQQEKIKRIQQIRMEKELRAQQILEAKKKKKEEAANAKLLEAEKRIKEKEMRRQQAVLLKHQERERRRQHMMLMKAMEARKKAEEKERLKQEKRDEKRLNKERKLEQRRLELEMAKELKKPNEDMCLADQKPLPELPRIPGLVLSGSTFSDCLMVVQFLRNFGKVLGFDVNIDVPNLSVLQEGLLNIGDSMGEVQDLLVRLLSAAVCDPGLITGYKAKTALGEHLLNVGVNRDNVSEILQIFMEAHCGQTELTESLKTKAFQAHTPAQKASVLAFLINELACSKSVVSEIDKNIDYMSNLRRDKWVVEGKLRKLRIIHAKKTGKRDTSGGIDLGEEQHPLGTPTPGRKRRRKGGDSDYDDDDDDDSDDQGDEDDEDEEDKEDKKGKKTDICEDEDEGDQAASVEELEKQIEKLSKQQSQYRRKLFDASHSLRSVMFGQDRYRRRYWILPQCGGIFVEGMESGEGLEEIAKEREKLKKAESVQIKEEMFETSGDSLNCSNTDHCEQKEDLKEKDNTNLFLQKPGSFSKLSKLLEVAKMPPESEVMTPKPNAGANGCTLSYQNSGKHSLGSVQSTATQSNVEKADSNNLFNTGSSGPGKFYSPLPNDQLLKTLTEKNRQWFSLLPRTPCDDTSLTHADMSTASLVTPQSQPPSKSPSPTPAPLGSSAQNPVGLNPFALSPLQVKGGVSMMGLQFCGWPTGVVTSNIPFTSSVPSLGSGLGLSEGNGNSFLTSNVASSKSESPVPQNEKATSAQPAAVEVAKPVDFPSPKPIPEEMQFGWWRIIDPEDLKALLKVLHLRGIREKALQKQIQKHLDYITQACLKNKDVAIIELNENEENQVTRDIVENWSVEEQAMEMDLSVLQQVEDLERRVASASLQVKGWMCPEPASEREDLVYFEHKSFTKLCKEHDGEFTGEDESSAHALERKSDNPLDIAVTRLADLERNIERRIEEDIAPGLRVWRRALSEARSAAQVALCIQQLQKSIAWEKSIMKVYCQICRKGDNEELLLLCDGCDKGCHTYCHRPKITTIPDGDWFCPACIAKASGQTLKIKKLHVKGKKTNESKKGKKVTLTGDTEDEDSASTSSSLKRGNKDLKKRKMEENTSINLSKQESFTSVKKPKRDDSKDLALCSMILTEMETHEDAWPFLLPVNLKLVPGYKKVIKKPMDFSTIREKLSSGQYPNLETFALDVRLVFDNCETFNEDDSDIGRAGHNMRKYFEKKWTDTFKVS
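Multi-concentration screen (max 110 uM) measuring displacement of acetylated histone H3 peptide from BAZ2B by AlphaScreen, using 50 nM protein, 50 nM peptide and 10 ug/mL streptavidin donor plus Ni-chelate acceptor beads.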
POLI inh = blocks human DNA polymerase iota activity; AID 588590; Potency, µM (doses to about 115 µM), without a hit: at the top dose activity, negative = inhibition, usual class: inhibitors; Pol iota fluorescent replication assay, 10 min; Q9UNA4; 1% of 390,000 active
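Fluorescent replication assay read twice, at 0 min and 10 min after adding 50 nM (final) substrate. Enzyme (10 nM) and compounds were first incubated 15 min at room temperature; enzyme-free buffer wells were negative controls.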
BLM helicase inh = Bloom syndrome helicase (human) inhibition. 0.2% of 350,000 active. AID 2528. Potency, µM (highest dose often 56.1 µM), for the others: at the highest dose activity change, negative = inhibition, actives largely listed as inhibitors. recombinant BLM DNA unwinding, fluorescence dequenching. P54132;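 note: plate controls were vehicle for no effect and no enzyme for full effect; nearly all actives have a fitted effect of over 35% in size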
G9a block = G9a (human) methyltransferase inhibition | G9a H3K9 monomethylation, AlphaScreen, 2 h | 8.8% of 350,000 active | Potency, µM (series often up to 102 µM), without a hit: at the top dose activity, negative = inhibition, hits mostly inhibitors | Q96KQ7 | AID 504332; note: % is set by controls: 0 for no effect and ±100 for the full control effect; nearly all actives have a fitted effect of over 75% in size
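Signal arises when biotinylated H3K9 peptide, once monomethylated, bridges streptavidin donor and antibody-captured acceptor beads. Enzyme at 20 nM was preincubated 15 min with test compounds; peptide 500 nM and SAM 20 uM then reacted for 2 h.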
APEX1 inh = blocks human APE1 abasic DNA cleavage | 0.35% of 350,000 active | recombinant APE1, TAMRA/BHQ-2 abasic DNA cleavage fluorescence | Potency, µM (series often up to 65.8 µM), for the others: at the top dose activity change, negative = inhibition, actives largely listed as inhibitors;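 note: plate controls were vehicle for no effect and reference inhibitor for full effect; nearly all actives have a fitted effect of over 55% in size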
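APE1 at 0.75 nM preincubated 15 min at room temperature with compound. Reaction then started with 50 nM double-stranded THF-abasic substrate labelled with TAMRA/BHQ-2, and 525/598 nm fluorescence read kinetically. Activity taken as third-minus-first read difference, normalized to DMSO and NSC13755 controls.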
POLB inh = blocks human DNA polymerase beta activity; Potency, µM (series often up to 114 µM), inactives show at the top dose activity change, negative = inhibition, actives largely listed as inhibitors; 1.3% of 340,000 active; P06746; Pol beta primer extension/strand displacement, fluorescence kinetic; note: % is set by controls: 0 for no effect and ±100 for the full control effect
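Reaction started by 50 nM substrate onto compound-treated Pol beta (10 nM, 15 min preincubation, room temperature); plates read at 0 min and 10 min. Normalized concentration-effect data fitted by four-parameter Hill equation.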
POLH inh = blocks human DNA polymerase eta activity. Potency, µM (series often up to 114 µM), for inactives: top-dose activity change, negative = inhibition, most hits filed as inhibitors. Q9Y253. 1.2% of 390,000 active. AID 588591. recombinant Pol eta, fluorescent DNA replication assay; note: % is set by controls: 0 for no effect and ±100 for the full control effect
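Fluorescent replication assay: 50 nM final substrate added after a 15 min room-temperature compound preincubation with 10 nM enzyme. Signal taken at 0 min and again at 10 min.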
* = called active by the depositor; ? = inconclusive; . = not tested or not shown; & = joins results of further samples; [ ] = remark or other dose. Calls come from the whole dose curve; as a rule, active = well fitted curve in the direction sought with a large enough effect; inconclusive = small, poorly fitted or top-dose-only effect, or another doubt; inactive = no such curve, though single readings can be large; an effect the other way counts as inactive or inconclusive. Potency is the fitted concentration of half-maximal effect. The list is partial. The share of hits here may be higher or lower than overall.

| SMILES | Apoferritin bind | POLK inh | BAZ2B block | POLI inh | BLM helicase inh | G9a block | APEX1 inh | POLB inh | POLH inh |
| --- | --- | --- | --- | --- | --- | --- | --- | --- | --- |
| O=C(CCNS(=O)(=O)c1cccc2nsnc12)NCc1ccccc1 | -11%&-4% | -3%&-10% | -1%&-1% | -5%&14% | -1%&-2% | -1%[12.7 µM] | 32% | 2%&1% | -13%&-20% |
| CC(COc1cccc2ccccc12)CN1CCN(C)CC1 (stereo unspecified) | -17% | -8% | 4% | -6% | 4% | 45µM* | -6% | 0% | -7% |
| Cc1ccc(NC(=O)CCNS(=O)(=O)c2ccc3c(c2)c(=O)n(C)c(=O)n3C)cc1C | -8% | 7% | -13% | 15% | -3% | -1% | 8% | 15% | -8% |
| CCOC(=O)/C(C#N)=C1/C=CN(C)C=N1 | -14% | 3% | -28% | 18% | 2% | ? | -3% | 6% | -12% |
| O=C(NCc1ccccc1Cl)C1CCCN1C(=O)NC1CCCCC1 (stereo unspecified) | 2% | 15% | 6% | 24% | -3% | ? | -5% | 6% | -18% |
| CCOc1cnc(-c2ccc(Cl)cc2)o1 | -2% | -15% | -20% | 5% | -4% | ? | 0% | 0% | -19% |
| CCCCCn1c(CNC(=O)c2ccccc2)nc2ccccc21 | -1% | 0% | -1% | 9% | -2% | 6%[59 µM] | . | -9% | -19% |
| COc1ccc(OC)c(NC(=O)C2CCN(S(=O)(=O)c3ccc4c(c3)OCCO4)CC2)c1 | . | -4% | 0% | 42%[activator] | . | 50µM* | 4% | . | -26% |
| O=C(c1ccco1)N1CCN(Cc2cc(=O)c(OCc3ccc([N+](=O)[O-])cc3)co2)CC1 | . | -2% | -29% | 53%[activator] | . | 0% | -1% | . | -17% |
| N#Cc1ccccc1Sc1ccccc1C(=O)Nc1ccc(Br)cc1 | 0% | -4% | 10% | -13% | -12% | -9% | -8% | 19% | -17% |
| Cc1ccccc1CSc1ncc(C#N)c(N)n1 | -23% | -7% | 12% | 9% | -7% | -14%[59 µM] | -4% | 29% | -19% |
| O=C(N/C(=C\c1cn(-c2ccccc2)nc1-c1ccc(Cl)cc1)C(=O)N1CCOCC1)c1ccccc1 | -1% | . | -4% | . | -3% | 27%[59 µM] | 1% | -24% | . |
| COc1ccc(N2C(=O)CC(N(Cc3ccco3)C(=O)CCC(=O)O)C2=O)cc1 (stereo unspecified) | 2% | 15% | -11% | 12% | -2% | . | 13% | 3% | -6% |
| COc1cccc(OC)c1C(=O)Nc1ccc([N+](=O)[O-])cn1 | -13% | -3% | 9% | 7% | -1% | 11%[59 µM] | 16% | 33% | -17% |
| O=[N+]([O-])c1ccc(OCCO)c(P(=O)(c2ccccc2)c2ccccc2)c1 | -2% | 7% | -18% | -3% | 0% | 9% | -2% | -1% | -16% |
| COC(=O)CSc1nc(N)c(C#N)c(-c2ccco2)c1C#N | 6% | -20% | -1% | 8% | -6% | -6%[59 µM] | 0% | 29% | ? |
| Cc1sc2ncnc(NS(=O)(=O)c3ccc(Cl)cc3)c2c1C | . | -20% | . | -8% | . | . | -3% | . | -10% |
| COc1ccccc1/C=N/Nc1nc(C)cc(C)n1 | -3% | 1% | 3% | 21% | 13% | 2% | -2% | 7% | -15% |
| Cc1cc(NC(=O)CSc2nnc(C3CC3)n2N)no1 | -11% | 10% | 2% | 24% | -3% | -3% | 0% | 4% | -10% |
| C=C1c2ccccc2O[C@H](C(=O)OCC)C1OC (mixture of isomers) | -4%[163 µM] | -11% | . | . | 1%[120 µM] | -27% | . | . | . |
| COc1cc(Cl)c(C)cc1NC(=O)CC1Oc2ccccc2NC1=O (stereo unspecified) | -10% | 5% | -10% | -17% | -4% | -21%[59 µM] | . | -2% | 6% |
| c1ccc2cc(-c3csnn3)ccc2c1 | -23% | -5% | -4% | 21% | 2% | -15%[12.7 µM] | 1% | -1% | -11% |
| CC(=O)Nc1ccc(NC(=O)CN(C)S(=O)(=O)c2ccc3ccccc3c2)cc1 | -13% | -19% | -22% | -10% | -10% | 13% | 19% | 10% | -3% |
| CC1(C)O[C@@H]2[C@H](O1)[C@@H](CO)O[C@H]2n1cnc2c(=O)[nH]cnc21 | . | 19% | 5% | 43%[activator] | . | 6%[0.501 µM] | -7% | . | -2% |
| Cc1ccc([N+](=O)[O-])cc1NC(=S)NC(=O)c1cccnc1 | -4% | -5% | -4% | 13% | 1% | -5% | -1% | -20% | -1% |
| COc1cc(NS(=O)(=O)c2cc3c(cc2C)NC(=O)CO3)cc(OC)c1 | -16% | 10% | 10% | -5% | -1% | . | 9% | 9% | -12% |
| CCOc1ccc(CC(=O)N/N=C/c2cccnc2)cc1OCC | -10% | -11% | -10% | 8% | -2% | ? | 17% | -1% | -12% |
| CC1CN(C(=O)CS(=O)(=O)Cc2ccccc2)CC(C)O1 (stereo unspecified) | 4% | -6% | -6% | 1% | -1% | 7% | 0% | 43% | 2% |
| CCN(CC)CCn1c(=N)n(CC(O)COc2cccc(C)c2)c2ccccc21 (stereo unspecified) | -7% | -5% | -41% | 16% | 35%[activator] | ? | 2% | 22% | -11% |
| COC(=O)c1ccc2c(c1)sc(=NC(=O)CCS(=O)(=O)c1ccccc1)n2C | . | -2% | 7% | 16% | . | ? | 2% | . | -14% |
| Cc1cc(C)n(CC(=O)Nc2ccc([N+](=O)[O-])cc2)n1 | -3% | -2% | -7% | 7% | -2% | -44% | 0% | -14% | -2% |
| O=C(CCCCCN1C(=O)c2cccc([N+](=O)[O-])c2C1=O)Nc1ccccc1F | -9% | -4% | -36% | -26% | -10% | -18% | 6% | ? | -8% |
| CCC(=O)Nc1c(-c2ccccc2)c(=O)c2ccccc2n1C | -2% | -5% | 4% | 19% | 0% | 5% | -10% | 28% | -5% |
| COc1ccc(-n2c(=S)[nH]c3ccccc32)cc1 | ? | -3% | ? | 19% | -9% | 3.5µM* | -1% | 9% | -13% |
| COc1ccc(C(=O)OC(C)C(=O)NC(C)CCc2ccccc2)cc1OC (stereo unspecified) | 3% | 1% | 12% | -12% | -2% | 16% | -3% | -3% | -7% |
| CCc1ccccc1OCC(=O)NNCC(=O)Nc1cccc(C#N)c1 | . | -9% | 4% | -25% | . | -44%[12.7 µM] | -17% | . | -9% |
| COC(=O)c1ccccc1NS(=O)(=O)c1ccc(O)c(C(=O)O)c1 | -2% | -3% | -35% | 2% | 0% | -46%[12.7 µM] | 1% | -5% | 3% |
| O=C(CCc1ccccc1Cl)Nc1cc2c(cc1C(=O)O)OCCCO2 | . | -10% | 3% | 7% | . | 15%[12.7 µM] | 42% | . | -10% |
| CCOc1ccc(NC(=S)NNC(=O)c2cc(Br)ccc2Cl)cc1 | -17% | -6% | -19% | 101%[activator] | -5% | 45µM* | -3% | 7% | -10% |
| O=C(CSc1nc(=O)n2ccccc2n1)N1CCC(Cc2ccccc2)CC1 | . | -1% | 3% | 30%[activator] | . | 0%[59 µM] | 15% | . | -22% |
| Cc1ccc(-c2nc(CS(=O)(=O)CC(=O)NC3CCCCCC3)c(C)o2)cc1 | -6% | -16% | -4% | -4% | -5% | 21% | -8% | 3% | -5% |
| N#C/C(C(=O)N1CCOCC1)=C1/SC(Cc2ccccc2)C(=O)N1c1ccccc1 (stereo unspecified) | -12% | -4% | 4% | 2% | -1% | -5%[2.33 µM] | -7% | 0% | -2% |
| CC(C)c1nnc(NC(=O)C2CCCN2S(=O)(=O)c2ccc(Cl)cc2)s1 (stereo unspecified) | -17% | -17% | 7% | 30%[activator] | -2% | 3% | 18% | 6% | 10% |
| COc1ccc(CCNC(=O)c2noc(C)c2[N+](=O)[O-])cc1OC | -10% | -16% | -32% | 142%[activator] | -5% | 17% | 15% | 13% | -6% |
| CCN(CCC(=O)O)c1ccccc1 | -10% | 10% | ? | -4% | -4% | ? | 0% | 6% | 1% |
| COC(=O)c1cccc(S(=O)(=O)N(Cc2ccco2)Cc2cc3cc(OC)ccc3[nH]c2=O)c1 | -16% | 0% | ? | -8% | 1% | -12% | 11% | -18% | -9% |
| CC(C)(C)c1cc(/C=N/NC(=O)C[n+]2ccccc2)cc(C(C)(C)C)c1O | -7% | -7% | 50µM* | 20% | 3% | -51% | 0% | 42% | -11% |
| Cc1nc2c(c3c1[nH]c1ccccc13)C(=O)CC(C)(C)C2 | 37%[activator] | -12% | 4% | 5% | -9% | -7%[59 µM] | -4% | 15% | -13% |
| CCC(C)N(C(=O)CSc1ccc(NC(C)=O)cc1)C1CCS(=O)(=O)C1 (stereo unspecified) | -6% | -4% | 6% | -8% | -1% | ? | 1% | -2% | -6% |
| O=S1(=O)CCC(NC(=S)NC2CCS(=O)(=O)C2)C1 (stereo unspecified) | -5% | -2% | -31% | 125%[activator] | -1% | -1%[59 µM] | 10% | 8% | -23% |
| O=C(c1ccc2c(=O)n3c(nc2c1)CCCCC3)N1CCN(c2cccc(Cl)c2)CC1 | ? | 11% | -39% | -6% | -7% | -5%[12.7 µM] | 11% | 18% | -14% |
| CSc1ccc(CN(C)C(=O)CCNS(=O)(=O)c2ccc(C)c(C)c2)cc1 | . | -13% | 3% | 11% | . | ? | 2% | . | -14% |
| CC(=O)c1cc(O)c2ccccc2c1O | -7% | 3% | 45µM* | 4% | -14% | 3.2µM* | -8% | ? | 89µM* |
| CCCCCCCCC[n+]1cccc2c3ccccc3ccc21 | 6% | -9% | 9% | -6% | 7% | . | 16% | 3% | -9% |
| Cc1ccc(Cn2cc(S(=O)(=O)c3ccc(Cl)cc3)c(=O)c3cc4c(cc32)OCO4)cc1 | 2% | -17% | -2% | -5% | -7% | 7%[59 µM] | . | 5% | -12% |
| O=C(CCCl)Nc1nnc(SCC(=O)NC2CCCC2)s1 | -5% | -7% | 5% | 22% | -1% | ? | 31% | -23% | -10% |

A run of entries from further up:
| SMILES | Apoferritin bind | POLK inh | BAZ2B block | POLI inh | BLM helicase inh | G9a block | APEX1 inh | POLB inh | POLH inh |
| --- | --- | --- | --- | --- | --- | --- | --- | --- | --- |
| Cc1ccc(Cn2cc(S(=O)(=O)c3ccc(Cl)cc3)c(=O)c3cc4c(cc32)OCO4)cc1 | 2% | -17% | -2% | -5% | -7% | 7%[59 µM] | . | 5% | -12% |
| O=C(CCCl)Nc1nnc(SCC(=O)NC2CCCC2)s1 | -5% | -7% | 5% | 22% | -1% | ? | 31% | -23% | -10% |
